HCMV antiviral – blocks human cytomegalovirus replication; activity change, negative = inhibition, % at 57.5 µM; HFF cells, HCMV-luciferase reporter, 72 h; stronger effect = lower value; AID 1259415; 4.5% of 410,000 active; in the data active means activity change below about -60%; inconclusive means no clear call, values can overlap the other calls; inactive means above about -39%; further: on the % scale 0 is the no-effect control and ±100 the full control effect
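Luciferase read-out from HCMV-luciferase-infected HFFs (MOI 1 PFU/cell) 72 h post infection at 37C; compounds added after 16 h cell attachment; activity normalized between buffer-only basal and Salinomycin (10uM) inhibitor controls.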
AMA1-RON2 inh – inhibitors of Plasmodium falciparum AMA1-RON2 interaction; AlphaScreen AMA1-biotinylated RON2 peptide binding; Potency, µM (series often up to 58.2 µM), for inactives: top-dose activity change, negative = inhibition, usual class: inhibitors; AID 720542; 0.2% of 360,000 active;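 further: potency means the concentration at half of the fitted maximal effect; 0% = vehicle wells and -100% = peptide control; nearly all actives have a fitted effect of over 45% in size; some results filed as inactive show a strong effect at the top dose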
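AMA1 (3D7) with his tag at 25 nM final met compounds first, then biotinylated RON2 peptide at 25 nM; detection used donor plus acceptor beads, 10 µg/mL apiece, read by AlphaScreen after 30 min at room temperature.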
FBPA Giardia inh – blocks Giardia fructose-bisphosphate aldolase activity. purified Giardia FBPA. Potency, µM (titrated, usually from 59.6 µM), without a hit: at the highest dose activity, negative = inhibition, actives largely listed as inhibitors. 0.71% of 290,000 active. A8B2U2; further: potency means the concentration at half of the fitted maximal effect; on the % scale 0 is the no-effect control and ±100 the full control effect; nearly all actives have a fitted effect of over 55% in size
Target sequence (A8B2U2 whole entry, looked up): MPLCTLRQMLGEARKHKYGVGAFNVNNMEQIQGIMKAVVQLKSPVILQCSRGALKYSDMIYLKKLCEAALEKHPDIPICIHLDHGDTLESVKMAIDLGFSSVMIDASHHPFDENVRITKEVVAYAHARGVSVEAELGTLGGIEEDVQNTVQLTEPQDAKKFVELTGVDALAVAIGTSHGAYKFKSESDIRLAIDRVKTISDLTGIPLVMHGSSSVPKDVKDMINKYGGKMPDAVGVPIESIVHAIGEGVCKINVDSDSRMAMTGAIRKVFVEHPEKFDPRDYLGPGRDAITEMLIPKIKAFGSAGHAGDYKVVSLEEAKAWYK
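Giardia FBPA (40 nM reagent) was preincubated 10 min at RT with compound (up to 57.5 uM final), then substrate plus GAPDH/TPI/NAD/arsenate coupling system with diaphorase/resazurin was added; resorufin fluorescence (525/598 nm) was read after 20 min.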
Shiga inhibitor – blocks Shiga toxin action in Vero cells. Vero cells, Shiga toxin protein synthesis inhibition reporter. inhibition, % at 38.7 µM. 9.2% of 290,000 active. AID 2315; in the data active means inhibition mostly above about 28%, no sharp cut-off; inactive means mostly below about 43%; further: 0% is about no effect
AmpC detergent – AmpC beta-lactamase inhibition with detergent present. P00811. AmpC hydrolysis of nitrocefin, absorbance 480 nm, 0.01% Triton. Potency, µM (series often up to 114 µM), inactives show top-dose activity change, negative = inhibition, hits mostly inhibitors. 0.041% of 370,000 active;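 further: potency means the concentration at half of the fitted maximal effect; 0% = no-compound wells and -100% = no-enzyme wells; nearly all actives have a fitted effect of over 25% in size; some results filed as inactive show a strong effect at the top dose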
Target sequence (P00811 whole entry, looked up): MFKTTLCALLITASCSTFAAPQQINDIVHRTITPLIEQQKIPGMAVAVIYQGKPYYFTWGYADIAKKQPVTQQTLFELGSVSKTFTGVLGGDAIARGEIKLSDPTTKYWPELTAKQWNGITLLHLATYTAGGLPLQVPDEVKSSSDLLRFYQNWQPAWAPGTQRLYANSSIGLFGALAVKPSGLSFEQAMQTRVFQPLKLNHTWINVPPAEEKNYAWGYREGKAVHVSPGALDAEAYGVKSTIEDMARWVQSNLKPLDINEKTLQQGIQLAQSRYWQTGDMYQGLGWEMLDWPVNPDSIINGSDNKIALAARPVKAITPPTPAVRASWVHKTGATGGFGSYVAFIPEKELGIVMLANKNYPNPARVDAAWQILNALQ
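AmpC (5.3 nM in the dispensed reagent) in 20 mM phosphate pH 7.0 with 0.01% (detergent screen) or 0.0001% Triton X-100 was preincubated with compounds for 15 min at room temperature. Nitrocefin was then added from an 800 uM solution, and hydrolysis was followed at 480 nm.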
AmpC no deterg – AmpC beta-lactamase inhibition without detergent; Potency, µM (series often up to 57.1 µM), for inactives: top-dose activity change, negative = inhibition, hits mostly inhibitors; AmpC nitrocefin hydrolysis, absorbance 480 nm, 0.0001% Triton; P00811; 0.52% of 330,000 active;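 further: potency means the concentration at half of the fitted maximal effect; plate controls were no compound for no effect and no enzyme for full effect; nearly all actives have a fitted effect of over 20% in size; some results filed as inactive show a strong effect at the top dose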
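20 mM phosphate pH 7.0 + 0.01% (detergent screen) or 0.0001% Triton X-100; 5.3 nM AmpC reagent; cpd preinc 15 min RT; nitrocefin (800 uM stock) to start; A480 q20 s × 4 min; Activity was normalised to no-enzyme and no-compound control wells.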
CHX counter – counter-screen for Shiga toxin inhibitors: cycloheximide protein synthesis inhibition; cell reporter, cycloheximide protein synthesis inhibition counterscreen; max response, %; 12% of 300,000 active; in the data active means max response mostly above about 13%, no sharp cut-off; inactive means mostly below about 14%; further: read at 38.3 µM for the half of the compounds with a filed dose; 0% is about no effect
Active calls of the source: *; ? = inconclusive; / = not tested or not shown; & = joins results of further samples; [ ] = remark or other dose. Unless noted, the call rests on the fitted dose curve; in most records, active means well fitted curve in the direction sought with a large enough effect; inconclusive means small, poorly fitted or top-dose-only effect, or another doubt; inactive means no such curve, though single readings can be large; an effect the other way counts as inactive or inconclusive.

Values run as follows: AmpC no deterg | AmpC detergent | HCMV antiviral | CHX counter | AMA1-RON2 inh | Shiga inhibitor | FBPA Giardia inh
1: NC(=O)C1CCN(C(=O)CCC(=O)c2ccc(F)cc2)CC1
    48% | -8% | ? | 7 | -1% | -1 | 3%
2: CC1(C)C(=O)Nc2ccccc2N1C(=O)CN1C(=O)c2ccccc2C1=O
    -17% | -14% | -4 | -1 | -16% | -11 | 0%
3: Cc1ccc(C(=O)CNc2cc(C)ccc2C)cc1
    -17% | ? | 29 | 3 | -10% | / | 8%
4: Cc1sc(NC(=S)NC(=O)c2ccc(C(C)(C)C)cc2)c(C#N)c1C
    -35% | -2% | ? | 14 | 46%[activator] | 32 | -10%
5: Cc1ccc(S(=O)(=O)NCC(=O)N(CCc2ccccc2)CC(=O)NCc2ccco2)cc1
    5% | -15% | -35 | -3 | 14% | 28 | 4%
6: CCOc1ccc(-c2ccc(SCC(=O)NCC3CCCO3)nn2)cc1 (stereo not drawn)
    21% | 3% | -16 | 37* | -7% | 47 | -8%
7: O=C(OCC#CCSc1nnc(-c2cccc3ccccc23)o1)c1ccc2ccccc2c1
    -21%&-28% | -10% | -10 | / | / | / | /
8: Cc1ccc(S(=O)(=O)N2CCCCC2)cc1NC(=O)CSc1nnc(N)s1
    -56% | 3% | 52 | -3 | 58%[activator] | -10 | 0%
9: O=[N+]([O-])c1ccc2c(c1)[nH]c(=S)n2-c1ccccc1
    -22% | ? | -30 | -3 | 87%[activator] | -22 | -3%
10: CC(=O)c1cccc(N2C(=O)CC(N3CCN(S(=O)(=O)c4ccccc4F)CC3)C2=O)c1 (stereo not drawn)
    -12% | / | -17 | / | 10% | / | /
11: Cc1oc2cc3oc(=O)c(CCC(=O)NC4CC4)c(C)c3cc2c1C
    -13% | -13% | -12 | -4 | 9% | 1 | -7%
12: CC(=O)c1cccc(NS(=O)(=O)c2ccc(N/C=C/C(=O)c3ccc(F)cc3)cc2)c1
    -28% | 14% | ? | 46* | 3% | 110* | -3%
13: Cc1ccc2nc(N3CCN(C(=O)c4cccs4)CC3)c(C#N)cc2c1
    -22% | -10% | 23 | -3 | 21% | -8 | -3%
14: S=C(NCc1ccccc1)NCc1ccc(Cl)cc1
    -38% | ? | ? | 7 | -5% | -13 | /
15: C=CCOCCN1C(=O)C2C3C=CC(C2C1=O)C1C2C(=O)N(CCOCC=C)C(=O)C2C31 (stereo not drawn)
    118%[activator] | 1% | -16 | 2 | -1% | 15 | 5%
16: O=C(Nc1ccccc1NC(=O)C1CCCO1)c1ccco1 (stereo not drawn)
    -9% | -1% | -21 | -6 | 3% | -6 | -4%
17: CN(C)S(=O)(=O)Oc1ccccc1C(=O)Nc1ccc(F)cc1F
    0% | 4% | -12 | 9 | 13% | -2 | 0%
18: COc1cc(NC(=O)COc2ccc(-n3cnnn3)cc2)c(OC)cc1Cl
    -26% | -3% | -24 | -2 | -8% | 2 | 3%
19: COc1cccc(C(=O)/C=C/Nc2ccc(S(=O)(=O)Nc3ncccn3)cc2)c1
    -19% | -2% | 1 | 43* | 7%[2.32 µM] | 103* | 7%
20: Cc1ccc(C(=O)NC(=S)N2CC(C)OC(C)C2)cc1[N+](=O)[O-] (stereo not drawn)
    -20% | 3% | 52 | -6 | 10% | -2 | ?
21: Cc1ccc(S(=O)(=O)c2c(C)nn(C(C)(C)C)c2OC(=O)c2cccs2)cc1
    -3% | 1% | -25 | -4 | 4% | -16 | 0%
22: CC(NC(=O)C1CC12CCC2)c1ccccc1 (stereo not drawn)
    0% | -4% | -61* | -1 | -2% | -4 | 12%
23: COC(=O)c1cc(N=Nc2c(C)[nH]c3ccccc23)cc(C(=O)OC)c1
    -18% | ? | ? | -2 | 7% | -1 | 2%
24: COc1ccc2oc(-c3cccc(NC(=O)CSc4ccc(Cl)cc4)c3)nc2c1
    -34% | -7% | 134 | 14* | -24% | 14 | 0%
25: COc1ccc(C(=O)N(C)C2CCCN(Cc3ccccc3F)C2)cc1C (stereo not drawn)
    93%[activator] | 0% | 22 | -2 | 5% | 1 | 0%
26: NC(=O)CSc1nc2ccccc2c(=O)n1-c1ccccc1
    -4% | ? | -2 | -2 | 3% | / | 3%
27: O=[N+]([O-])c1ccc(O)c(/C=N/Nc2ccccn2)c1
    -23% | -8% | -102* | 22* | 44%[activator][11.6 µM] | 29 | 5µM*
28: CCCN(CC(=O)Nc1ccccc1C)C(=O)c1cccc(S(=O)(=O)N2CCN(c3ccccc3)CC2)c1
    18% | ? | -12 | / | -18% | / | /
29: CC12CCC(=O)N1C(C(=O)Nc1ccc(Cl)c(S(=O)(=O)N3CCCCC3)c1)CS2 (stereo not drawn)
    -13% | ? | -31 | / | 11% | / | /
30: CCOC(=O)Cc1c(C)nc2c(-c3ccc(Cl)cc3)c(C)nn2c1C
    31% | 3% | -31 | -1 | -3% | -11 | -4%
31: C[C@@H](C(=O)N1CCNCC1)n1cc(CCCN=C(N)N)nn1
    -11% | 2% | -11 | -1 | 3% | -14 | -6%
32: CCCCOC(=O)CSc1nnc(N)s1
    -16% | -17% | -11 | 9 | 15% | 13 | 4%
33: CN(C)S(=O)(=O)c1ccc(NC(=O)N2CCOCC2)cc1
    -5% | -10% | -23 | 9 | 13% | -4 | 5%
34: CC1=CCC[C@@H]2[C@@](C)(CC/C(C)=C/C(=O)O)[C@H](C)CC[C@@]12C
    -12% | -13% | -22 | -3 | -17% | -15 | 17%
35: COc1cc(C2=NOC(C(=O)NCc3ccco3)C2)cc(OC)c1OC (stereo not drawn)
    0% | 5% | 54 | -1 | -1% | 8 | 2%
36: CC(C)CCNC(=O)c1cc2c(=O)[nH]c3ccccc3c2s1
    -14% | -10% | -30 | -6 | 1% | 1 | 16%
37: COc1ccc(NS(=O)(=O)c2ccc(NC(=S)NC(=O)c3cccc(F)c3)cc2)nn1
    -28% | -4% | -6 | 4 | 21% | -4 | -20%
38: CNc1snc(C)c1C(=O)OC(C)C(=O)Nc1cccc(OC)c1 (stereo not drawn)
    -15% | 7% | ? | / | -10% | / | /
39: Cc1nn(-c2ccccc2)c2sc(C(=O)N(CC(=O)NC(C)(C)C)Cc3ccco3)cc12
    56% | 1% | -14 | 19* | -11% | 18 | 2%
40: O=C(Cc1ccccc1)NNC(=O)C1CC=CCC1 (stereo not drawn)
    -13% | -2% | -29 | -7 | 23% | -13 | 2%
41: Cc1ccc(OC(=O)c2ccc([N+](=O)[O-])cc2Cl)cn1
    -6% | 0% | 26 | 1 | -11% | 19 | 5%
42: COc1cccc(C2=NOC(C(=O)NCc3ccccn3)C2)c1 (stereo not drawn)
    -12% | -1% | 85 | 0 | 39%[activator] | 29 | 0%
43: CCC(C)N(C(=O)COC(=O)CNC(=O)c1ccccc1F)C1CCS(=O)(=O)C1 (stereo not drawn)
    2% | 4% | -20 | 7 | 0% | 20 | 7%
44: COC(=O)CN1C(=O)N/C(=C/c2cc(OC)c(OC)cc2C)C1=O
    -30% | 4% | 14 | 3 | 2% | -7 | 1%
45: CC(=O)c1ccc(OCC(=O)Nc2cccc(S(=O)(=O)N3CCCC3)c2)cc1
    -50% | -14% | -32 | / | 7% | / | /

Next part; the last three above are carried over.
Values run as follows: AmpC no deterg | AmpC detergent | HCMV antiviral | CHX counter | AMA1-RON2 inh | Shiga inhibitor | FBPA Giardia inh
43: CCC(C)N(C(=O)COC(=O)CNC(=O)c1ccccc1F)C1CCS(=O)(=O)C1 (stereo not drawn)
    2% | 4% | -20 | 7 | 0% | 20 | 7%
44: COC(=O)CN1C(=O)N/C(=C/c2cc(OC)c(OC)cc2C)C1=O
    -30% | 4% | 14 | 3 | 2% | -7 | 1%
45: CC(=O)c1ccc(OCC(=O)Nc2cccc(S(=O)(=O)N3CCCC3)c2)cc1
    -50% | -14% | -32 | / | 7% | / | /
46: COc1ccc(C(=O)N(C)CCCC2CCCC2)cc1OC1CCN(C(C)C)CC1
    0% | 2% | -8 | -1 | 11% | 6 | -15%
47: O=[N+]([O-])c1cc(-c2ccn[nH]2)ccc1Cl
    -15% | 2% | -20 | 4 | -4% | -1 | 2%
48: CCN1C(=O)S/C(=C\c2ccc(N3CCOCC3)cc2C)C1=O
    -14% | 1% | 142 | 27* | 6% | 133* | 0%
49: Cc1ccc(NC(=O)CCCOc2ccccc2)cc1S(=O)(=O)N1CCOCC1
    -2% | 5% | -13 | / | -2% | / | /
50: Cc1ccc(NCc2cccnc2)cc1
    -5% | -20% | -6 | -1 | -3% | -6 | -28%
51: CC(C)(C)CNC(=O)c1cccc2c1C(=O)c1ccc(-c3cc4ccccc4o3)cc1S2(=O)=O
    -20% | / | 6 | / | 1% | / | /
52: C/C(CC(=O)Nc1ccc(C)c(Cl)c1)=N\NC(=O)Cc1cccs1
    -15% | 8% | -9 | 17* | 92%[activator] | 26 | -4%
53: Cc1ccc(C(=O)NC(=S)Nc2cc(C(F)(F)F)ccc2Cl)cc1
    -21% | 2% | -37 | 7 | 4% | 53 | -13%
54: Cc1ccc(S(=O)(=O)N2CCCN(S(=O)(=O)c3ccc(C)c(C)c3)CC2)cc1C
    -14% | -1% | ? | -3 | 9% | -8 | 0%
55: COc1ccccc1NC(=O)CC(NCc1ccccc1)C(=O)O (stereo not drawn)
    -10% | ? | -18 | -1 | -2% | 3 | -7%
56: O=C1Cc2cc(S(=O)(=O)Nc3ccc(N4CCOCC4)cc3)ccc2N1
    -26% | / | 0 | / | -15% | / | /
57: Cc1nn(Cc2ccc(Cl)cc2)c(C)c1NC(=O)C(c1ccccc1)c1ccccc1
    -4% | -15% | -64* | 1 | -9% | -7 | 3%
58: N#CCNC(=O)c1nn2c(C(F)(F)F)cc(-c3ccccc3)nc2c1Br
    -11% | -5% | -23 | -4 | -3% | -7 | 4%
59: O=C(C/C=N\OCc1ccc([N+](=O)[O-])cc1)Nc1ccccc1
    -28% | 2% | 3 | 4 | -17% | -11 | 3%
60: COCCCNC(=O)CN(Cc1ccc(Cl)cc1)S(C)(=O)=O
    -10% | -4% | 61 | -4 | 5% | 14 | 1%
61: CC(=O)Oc1ccc(/C=C2/SC(=S)N(Cc3ccccc3)C2=O)cc1
    -27% | -14% | 13 | -3 | -5% | -4 | 13%
62: COc1ccc(OC)c(S(=O)(=O)Nc2cc(OC)c(Cl)cc2OC)c1
    / | 3% | -9 | -1 | -9% | -3 | 1%
63: CCOc1ccc(-n2c(Cc3cc(=O)[nH]c(=O)[nH]3)nnc2SCC(=O)Nc2nnc(C)s2)cc1
    -17% | 1% | -38 | -4 | 7% | -4 | 0%

2 records drawn at random from those above:
Values run as follows: AmpC no deterg | AmpC detergent | HCMV antiviral | CHX counter | AMA1-RON2 inh | Shiga inhibitor | FBPA Giardia inh
32: CCCCOC(=O)CSc1nnc(N)s1
    -16% | -17% | -11 | 9 | 15% | 13 | 4%
53: Cc1ccc(C(=O)NC(=S)Nc2cc(C(F)(F)F)ccc2Cl)cc1
    -21% | 2% | -37 | 7 | 4% | 53 | -13%
